Screening data as filed in PubChem BioAssay.
DT40 TDP1 no CPT = qHTS for Inhibitors of human tyrosyl-DNA phosphodiesterase 1 (TDP1): qHTS in cells in absence of CPT; AID 686978, 2013; DT40 Tdp1-/- hTDP1 cells, no CPT, ATP luminescence, 48 h; actives 15% (n = 420,000); Potency, µM (titrated, usually from 46.2 µM), for the others: at the top dose activity change, negative = growth inhibition, most hits filed as inhibitors; also: nearly all actives have a fitted effect of over 55% in size
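No-CPT arm: Tdp1-/-;hTDP1 DT40 cells (400/well) plus compounds, incubated ≥48 hr at 37 °C. Readout CellTiter-Glo luminescence.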
TDP1 block = blocks human tyrosyl-DNA phosphodiesterase 1; Q9NUW8; actives 0.28% (n = 350,000); Potency, µM (series often up to 130 µM), for inactives: top-dose activity change, negative = inhibition, most hits filed as inhibitors; recombinant TDP1, AlphaScreen DNA substrate cleavage; AID 485290; also: nearly all actives have a fitted effect of over 40% in size
Target sequence (Q9NUW8 whole entry, looked up): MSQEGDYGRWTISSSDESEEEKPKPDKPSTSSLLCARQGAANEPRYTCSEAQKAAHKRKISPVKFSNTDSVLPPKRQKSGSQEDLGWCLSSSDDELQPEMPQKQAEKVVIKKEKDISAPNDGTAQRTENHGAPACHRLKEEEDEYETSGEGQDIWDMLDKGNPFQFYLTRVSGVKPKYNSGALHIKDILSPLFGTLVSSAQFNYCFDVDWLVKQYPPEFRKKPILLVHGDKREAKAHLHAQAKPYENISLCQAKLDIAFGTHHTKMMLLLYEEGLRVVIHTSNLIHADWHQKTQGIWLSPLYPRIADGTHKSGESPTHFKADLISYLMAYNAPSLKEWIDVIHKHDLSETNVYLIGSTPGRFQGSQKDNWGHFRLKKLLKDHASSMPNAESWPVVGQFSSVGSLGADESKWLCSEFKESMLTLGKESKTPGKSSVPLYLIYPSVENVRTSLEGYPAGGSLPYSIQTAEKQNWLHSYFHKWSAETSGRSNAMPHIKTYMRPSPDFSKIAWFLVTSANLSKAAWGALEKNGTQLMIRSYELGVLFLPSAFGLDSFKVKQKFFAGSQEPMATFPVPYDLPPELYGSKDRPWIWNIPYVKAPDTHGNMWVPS
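Recombinant E. coli-expressed Tdp1 (1 nM) preincubated with compound 15 min at RT, then 5'-biotin/3'-phosphotyrosine-FITC DNA substrate (15 nM) added for 5 min. AlphaScreen beads (10 ug/ml) added, 10 min RT; tyrosine-FITC cleavage read as signal loss.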
TDP1 cell CPT = growth inhibition of DT40 Tdp1-/-;hTDP1 cells with camptothecin (screen for TDP1 inhibitors); chicken DT40 Tdp1-/-;hTDP1 cells + 20 nM CPT, ATP luminescence, 48 h; actives 12% (n = 420,000); Potency, µM (titrated, usually from 46.2 µM), for the others: top-dose activity change, negative = growth inhibition, actives largely listed as inhibitors; also: nearly all actives have a fitted effect of over 55% in size
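Cell growth measured by CellTiter-Glo luminescence after a minimum 48 h, 37 C compound exposure with 20 nM CPT in Tdp1-knockout DT40 cells stably expressing hTDP1, seeded 400/well; qHTS titration format.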
The depositor's hits bear a star; u = inconclusive; x = not tested or not shown; & = joins results of further samples; [ ] = remark or other dose. Calls follow the shape of the dose curve; as a rule, active = well fitted curve in the direction sought with a large enough effect; inconclusive = small, poorly fitted or top-dose-only effect, or another doubt; inactive = no such curve, though single readings can be large; an effect the other way counts as inactive or inconclusive. % is scaled to controls: 0 for no effect and ±100 for the full control effect; potency is read from the fitted curve at half-maximal effect.

Start of the data: the first 5 entries (preview)
SMILES	DT40 TDP1 no CPT	TDP1 block	TDP1 cell CPT
Cc1ccc(S(=O)(=O)N2CCC(C(=O)Nc3ccncc3)CC2)cc1	u	0%	u
O=C(NCC(=O)N1CCN(c2ccccc2O)CC1)c1cccs1	-24%	-6%	-4%
N[C@@H](CS(=O)O)C(=O)O	0%&-4%&-7%	7%[56.1 µM]	1%&-18%&10%
O=C1c2ccccc2C(=O)C1(CO)c1ccc(OC(F)F)cc1	-1%	11%	-21%
CN(C(=S)NC(=O)C1(C)CC1(Cl)Cl)c1ccccc1 (stereo not given)	-3%	2%	5%

The listing, from the start:
SMILES	DT40 TDP1 no CPT	TDP1 block	TDP1 cell CPT
Cc1ccc(S(=O)(=O)N2CCC(C(=O)Nc3ccncc3)CC2)cc1	u	0%	u
O=C(NCC(=O)N1CCN(c2ccccc2O)CC1)c1cccs1	-24%	-6%	-4%
N[C@@H](CS(=O)O)C(=O)O	0%&-4%&-7%	7%[56.1 µM]	1%&-18%&10%
O=C1c2ccccc2C(=O)C1(CO)c1ccc(OC(F)F)cc1	-1%	11%	-21%
CN(C(=S)NC(=O)C1(C)CC1(Cl)Cl)c1ccccc1 (stereo not given)	-3%	2%	5%
CC(=O)c1ccc(Nc2ncnc3c2oc2ccccc23)cc1	-11%	x	-2%
CN1CCN(Cc2c(O)ccc3c(-c4ccccc4)cc(=O)oc23)CC1	-28%	8%	-19%
CCOc1ccc2[nH]c(=O)c(C(c3nnnn3C3CCCCC3)N3CCN(C)CC3)cc2c1 (stereo not given)	-15%	4%	u
Cc1ccc(S(=O)(=O)N2C[C@@H]3[C@H]4CC[C@H](C4)[C@@H]3[C@@H](C)[C@@H]2c2cn(Cc3ccccc3)c3ccc(F)cc23)cc1	21µM*	0%[56.1 µM]	21µM*
COc1ccc(/C=C2\N=C(c3c(-c4ccccc4)noc3C)OC2=O)cc1OC	-17%	-4%	4%
COCc1c(C(=O)N/N=C\c2cccnc2)nnn1-c1nonc1N	-5%	-2%	0%
COc1cccc(CNC(=O)c2cccc(NC(=O)CC3SC(N4CCCCC4)=NC3=O)c2)c1 (stereo not given)	u	1%	u
Cc1ccc(N/C=C(/C#N)c2ccsc2)cc1	-18%	1%	-2%
CCN(C(=O)c1ccc2c(c1)OCO2)C1CCS(=O)(=O)C1 (stereo not given)	19%	x	0%
COC(=O)c1c(C(=O)NCc2ccccc2)ncn1CC(O)COc1ccccc1 (stereo not given)	-11%	1%	-5%
COc1ccc(S(=O)(=O)Nc2cccc(-c3ccc(N4CCCCCC4)nn3)c2)cc1OC	u	4%&7%	u
O=C(COC(=O)c1cncc(Br)c1)NCc1ccc(Cl)cc1	-30%	3%	-4%
C[C@@H](C(=O)Nc1ccc2ccccc2c1)[C@H]1C[C@]1(C)[C@H](NC(=O)OCc1ccccc1)c1ccccc1	16µM*	0%&8%	18µM*
CCOC(=O)N1CCC(NC(=O)c2ccc3c(c2)N(Cc2ccccc2)CCS3)CC1	15µM*	-6%	18µM*
Cc1ncc([N+](=O)[O-])n1Cc1cccc(F)c1	17%	0%	-6%
O=C(Nc1cc(Br)ccc1O)c1cnn2c(C(F)F)cc(C3CC3)nc12	16µM*	0%	-13%
COc1ccc(CC(=O)Nc2nc(-c3cc(OC)ccc3OC)cs2)cc1	u	6%	u
C=CCN1CCS(=O)(=O)N(Cc2ccccc2)[C@@H](C(C)C)C1=O	-8%	0%[56.1 µM]	-2%
O=C(CCS(=O)(=O)Cc1ccccc1)N1CCc2ccccc2C1	-12%	1%	u
CCN(CC(=O)Nc1ccccc1C(F)(F)F)C(=O)c1cccc(S(=O)(=O)N2CCN(C)CC2)c1	u	-1%	-25%
O=C(Cn1nc(-c2ccccc2)oc1=O)OCC(=O)c1ccccc1	u	1%	10%
COc1ccc2[nH]cc(CCNc3ncnc4ccc(-c5ccc(C(=O)N(C)C)cc5)cc34)c2c1	9.2µM*	16%	21µM*
CCOc1cccc(Oc2ccc(C(F)(F)F)cn2)c1	-3%	-5%	-4%
CCc1cccc(NC(=O)c2cc(S(=O)(=O)N3CCCCCC3)cn2C)c1	-15%	4%	-3%
Cc1cc(C(F)F)n2nc(C(=O)Nc3cccc(C(F)(F)F)c3)nc2n1	-5%	2%	8%

Part of the list above, showing only TDP1 cell CPT.
Molecule | TDP1 cell CPT
O=C(Cn1nc(-c2ccccc2)oc1=O)OCC(=O)c1ccccc1 | 10%
COc1ccc2[nH]cc(CCNc3ncnc4ccc(-c5ccc(C(=O)N(C)C)cc5)cc34)c2c1 | 21µM*
CCOc1cccc(Oc2ccc(C(F)(F)F)cn2)c1 | -4%
CCc1cccc(NC(=O)c2cc(S(=O)(=O)N3CCCCCC3)cn2C)c1 | -3%

The list goes on.
SMILES	DT40 TDP1 no CPT	TDP1 block	TDP1 cell CPT
COCCN(CC(=O)NCC1CCCO1)C(=O)CCC(=O)Nc1cc(C)ccn1 (stereo not given)	-21%	8%	-12%
Cc1cc(C)n2nc(C(=O)Nc3cc(S(=O)(=O)N4CCCCC4)ccc3C)nc2n1	u	1%	-2%
CCOc1ccccc1OCc1nn2c(-c3ccc(C)cc3)nnc2s1	-22%	10%	-3%
COC(=O)Cc1c(O)ccn(Cc2ccc3c(c2)OCO3)c1=O	2%	-5%	-2%
COc1ccc(OC(=O)NCCc2ccccc2)cc1	-13%	-3%	0%
CNc1cc(C(F)(F)F)nc(-c2ccccn2)n1	u	3%	u
C=CCN(CC(=O)Nc1c(C)cccc1CC)C(=O)SCCC	u	2%	u
CCOC(=O)N1CCN(CC(=O)Nc2ccc(Oc3ccccc3)cc2)CC1	u	-1%	u
c1cc[n+](CCCC[n+]2ccccc2)cc1	9%	2%	3%
COc1cccc(-c2ccc3c(N)c(C(=O)Nc4cc(F)ccc4F)sc3n2)c1	u	2%	u
COc1ccc(-n2nc(C(=O)NCC(=O)NCCCN3CCN(C)CC3)c3ccccc3c2=O)cc1	u	-5%	-1%
CCCOc1ccc(-c2c(C(=O)N/N=C/c3ccccc3)nnn2-c2nonc2N)cc1	-15%	x	19%
CN(Cc1ccc(OC(F)F)cc1)C(=O)c1cccc(S(=O)(=O)N2CCN(c3ccccc3)CC2)c1	2.9µM*	x	15µM*
C/C(=N\NC(=O)c1ccc(Cl)cc1)c1ccc2[nH]ccc2c1	u	x	10%
Brc1ccccc1-c1nnc(COc2ncnc3ccccc23)o1	0%	x	0%
CCCCn1c(C23CC4CC(CC(C4)C2)C3)n[nH]c1=S	u	3%	-30%
COCCn1nnnc1C(C(C)C)N1CCCC(C)C1 (stereo not given)	11%	6%	1%
CCNc1oc(COc2ccccc2F)nc1C#N	-6%	4%	u
COc1cc(SC)ccc1C(=O)Nc1ccc(C)cc1	u	6%	-18%
Cc1nn(C)c(Cl)c1S(=O)(=O)N[C@@H](c1ccccc1)[C@]1(C)C[C@H]1[C@@H](C)C(=O)Nc1ccc2ccccc2c1	-66%	-4%&9%	u

Full records, quoted from the list. Screens in order: DT40 TDP1 no CPT	TDP1 block	TDP1 cell CPT
`CCCOc1ccc(-c2c(C(=O)N/N=C/c3ccccc3)nnn2-c2nonc2N)cc1` reads -15%	x	19%
`CN(Cc1ccc(OC(F)F)cc1)C(=O)c1cccc(S(=O)(=O)N2CCN(c3ccccc3)CC2)c1` reads 2.9µM*	x	15µM*
`COC(=O)c1c(C(=O)NCc2ccccc2)ncn1CC(O)COc1ccccc1` (stereo not given) reads -11%	1%	-5%

Remaining list, next part
SMILES	DT40 TDP1 no CPT	TDP1 block	TDP1 cell CPT
CSCC[C@H](NC(=O)[C@@H]1Cc2ccccc2CN1)C(=O)NC1CCCC1	14%	4%	3%
Cc1ccc2nc(-c3ccc(C)c(NC(=O)Cc4ccccc4)c3)oc2c1	-7%	0%[2.28 µM]	-1%
NC(=O)COc1ccc(Nc2nnc(-c3ccc(O)cc3)c3ccccc23)cc1	3%	6%	20%
CCCCn1c(N)c(N(Cc2ccccc2OC)C(=O)c2ccc(N3CCCC3=O)cc2)c(=O)[nH]c1=O	2%	x	-13%
CCN1CCN(Cc2c(OC)ccc3ccccc23)CC1	-1%	8%	-3%
CC1C(c2ccccc2)N(C)CCC12NC(=O)NC2=O (stereo not given)	-2%	2%	-1%
O=c1c2c(nc3cc(-c4ccccc4Cl)[nH]n13)CCS2	-13%	5%	21%
O=C(CC1C(=O)NCCN1Cc1ccccc1)NC1CCCCC1 (stereo not given)	-16%	x	-13%
CC(=O)/C(N)=N/Nc1cccc(Cl)c1	u	4%	-17%
COc1ccc(OC)c(NC(=O)Nc2nc(C(N)c3ccccc3Cl)cs2)c1 (stereo not given)	u	x	u
CC1(CCc2ccccc2)NC(=O)N(CC(=O)Nc2ccc3c(c2)OCCO3)C1=O (stereo not given)	0%	1%	-15%
COc1cccc(CN2CCOc3ccc(CN4C[C@@H](C)O[C@@H](C)C4)cc3C2)c1OC	-8%	x	-1%
CCOC(=O)N1CCN(C(=O)CSc2nnc(C3COc4ccccc4O3)o2)CC1 (stereo not given)	-19%	3%	-6%
O=[n+]1c2c(n([O-])c3cc(F)c(N4CCCC4)cc31)CCCC2	-23%	-14%	-6%
COc1ccc(CN2C(=O)C(NC(=O)c3ccccc3OC)(C(F)(F)F)N=C2c2ccccc2)cc1 (stereo not given)	15µM*	-5%	18µM*
CCOc1ccc(CC2CCC(=O)NC2=O)cc1 (stereo not given)	-1%	4%	-5%
Cc1cccc(/C=C2/C(=O)/C(=C/c3ccccc3C)C3CCC2N3C)c1 (stereo not given)	18µM*	2%	21µM*
COc1ccccc1-n1cnc2sc(C)c(C)c2c1=O	2%	x	-16%
COCCOC1CCN(Cc2cn(Cc3ccccc3)nc2-c2cc3ccccc3o2)CC1	16µM*	4%	u
Cc1ccc2c(c1)C(c1ccccc1)N(C(=O)c1c(F)cccc1Cl)CC(=O)N2 (stereo not given)	-17%	x	u
COc1cccc(-c2cc(CNC(=O)[C@H]3O[C@@H](n4cnc5c(N)ncnc54)[C@H](O)[C@@H]3O)no2)c1	4%	x	8%
CC(C)N1CCN(Cc2nc3c(s2)CCCC3)CC1CCO (stereo not given)	-2%	0%	-7%
Cc1oc(C(=O)O)cc1CSCc1ccoc1C(=O)O	-16%	x	2%
C=CCN(CC=C)CC(=O)Nc1cccc(Oc2cnccn2)c1	3%	x	-12%
CCc1nn(-c2ccccc2)c2nc(-c3cccc(OC)c3)c3cc(OC)c(OC)cc3c12	-2%	2%[12.3 µM]	3%
COc1cccc(-n2ccnc2SCC(=O)N2CCCc3ccccc32)c1	u	7%	u
COc1cccc(NC(=O)c2oc3ccccc3c2NC(=O)c2ccc(C(F)(F)F)cc2)c1	u	-6%	u
COc1ccc(S(=O)(=O)N2CCC(C(N)=O)(N3CCCCC3)CC2)cc1	-1%	0%	5%
CC(=O)c1ccccc1NC(=O)COC(=O)c1cc(C)oc1C	-17%	-9%	8%
COc1cccc(-n2nnnc2SCC(=O)Nc2ccc(C(C)=O)cc2)c1	23µM*	5%	26µM*
Cc1ccc(NC(=O)C2CCN(c3cnccn3)CC2)cc1	-23%	2%	0%
O=C(CCCNC(=O)/C(=C/c1ccc(Br)cc1)NC(=O)c1ccccc1)OCc1ccccc1	u	3%	u
CCOC(=O)c1ccc(N2C(=O)c3[nH]nc(-c4ccc(C)cc4)c3C2c2ccc(O)cc2)cc1 (stereo not given)	u	2%	u
CCc1c(C)[nH]c2ccccc2c1=O	21µM*	0%	u
S=C(Nc1ccc(Br)cc1Cl)N1CCCC1	8%	0%	19%
CSc1nc2c(c(=O)[nH]1)C(c1ccc(C(F)(F)F)cc1)CC(=O)N2 (stereo not given)	-15%	0%	11%
O=C(Nc1ccc(OC(F)(F)C(F)F)c(NC(=O)c2ccc(F)cc2)c1)c1ccc(F)cc1	-13%	x	-6%
CCN(C(=O)c1ccc(Cl)c(S(=O)(=O)Nc2c(C)n(C)n(-c3ccccc3)c2=O)c1)c1ccccc1	2%	0%	-14%
Cc1cccc(NC(=O)C2CC(=O)OC23CCCCC3)c1 (stereo not given)	-3%	4%	u
COCC(C)n1c(SCC(=O)Nc2ccc3c(c2)OCCO3)nc2ccccc2c1=O (stereo not given)	u	-2%[56.1 µM]	-30%
Cc1oc(-c2cccc(Br)c2)nc1CSc1nc2ncccc2[nH]1	u	6%	u
COc1ccc([N+](=O)[O-])cc1NC(=O)Cc1noc2ccc(C)cc12	-4%	0%	9%
CC(C)c1ccc(/C=C/C2=NNC(=O)CC2)cc1	12µM*	1%	18µM*
Cc1cc(NCCO)nc(N2CCOCC2)n1	-20%	7%	1%
O=C(O)c1cccc(NC(=O)c2cn(-c3ccccc3)nc2-c2ccncc2)c1	-23%	-8%	-7%
COc1ccc(CNC(=O)CN(Cc2cccs2)C(=O)CCC(=O)Nc2ccccn2)cc1	-23%	-4%	-12%
COc1ccccc1/C=C/C=C(\C#N)C(=O)NC(C)c1ccccc1 (stereo not given)	21µM*	6%	-27%
O=c1c2cc(F)ccc2[nH]c(=S)n1CCCN1CCOCC1	17%	0%	-5%
